Insulin prom up – MIN6 insulin promoter up-regulation; z-score at 5 µM; MIN6 insulin promoter-GFP reporter, high-content imaging; hits give high values; actives 0.3% (n = 190,000);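 active means z-score above 3 at 5 µM with at least 500 cells counted in the well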
Salmonella PhoP GFP – PhoP-dependent GFP reporter repression – Salmonella Typhimurium, primary screen (AID 1863); inhibition, % at 50 µM, or IC50 in µM where a hit was titrated; actives 0.16% (n = 300,000); S. Typhimurium PhoP-regulated promoter GFP reporter, 4 h; higher % means a stronger effect;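 active means inhibition over 29.93%, a cutoff 3 SD above the screen mean, later confirmed by dose response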;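 further: 0% = low Mg2+ inducing control and 100% = high Mg2+ repressing control; strong numbers were not always called active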
T cell HTS – T cell immune modulation candidate | actives 0.068% (n = 330,000) | calls only at 7 µM | 2C CD8+ T cell-vesicle binding, flow cytometry; hits give low values | AID 2052;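 active means response, share of CD8 T cells binding vesicles, and their 90th percentile fluorescence all below set limits, cut at about 80% in these data, passing the limit was not always enough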
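incubation = binding step 1.5 h, 37 °C, antibody labelling 20 min, ice | test system = 2C mouse CD8+ T cells | read-out basis = percent CD8+ FL2 mean versus row control | controls = Peptide-free naked vesicles (low) and QL9 vesicles with 0.7% DMSO vehicle (high) | detection = flow cytometry of vesicle-bound cells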
b-catenin transl – beta-catenin nuclear translocation modulation; actives 0.3% (n = 190,000); HeLa beta-catenin nuclear translocation, immunofluorescence imaging; nuclear translocation activity, % at 5 µM;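 active means nuclear translocation activity above 50% at 5 µM, with a well cell count of 50 or more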;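 further: per-cell ratio of nuclear to cytoplasmic median beta-catenin stain intensity; plate controls were DMSO negative control for no effect and GSK-3 inhibitor IX positive control for full effect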
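Test system: human HeLa cells, native beta-catenin. Compound dosing: 5 µM primary single dose, 0.1% DMSO, 0.02–20 µM confirmation series. Incubation: compound exposure 24 h at 37°C. Detection: beta-catenin immunostaining with DAPI counterstain, 20x imaging, 6 fields/well. Read-out basis: Nuclear/cytoplasmic beta-catenin signal ratio, % activation.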
CSM14.1 death rescue – rescue of cells from ER stress-induced death, primary screen, 384-well, CSM14.1, thapsigargin, ATP luminescence (AID 1222). CSM14.1 thapsigargin-induced death rescue, ATP luminescence; higher % means a stronger effect. cellular ATP content (survival), % at 20 µM, or EC50 in µM where a hit was titrated. 190,000 tested, under 10 active;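 active means EC50 below 50 µM in the dose-response confirmation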;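 further: death triggered by thapsigargin at about 15 µM added after 2 h compound pretreatment; cell ATP read after overnight thapsigargin exposure of roughly 18 to 22 hours; normalized against plate controls of thapsigargin alone and 5% DMSO vehicle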
Autophagy HCS – autophagy modulation, high-content screen; actives 0.98% (n = 190,000); AID 463193; MEF GFP-LC3 puncta imaging; test concentration mostly 10 µM; calls only at 10 µM (by protocol);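 active means percentage of spot-positive cells more than 3 SD above its plate mean, without a fluorescence outlier flag or 80% toxicity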;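 further: spot-positive cell cutoff set from DMSO-treated cells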
MT stabilize HCS – microtubule stabilizers in HeLa cells; HeLa tubulin immunostaining HCS, 24 h; share of cells brighter than vehicle mean+2SD; % tubulin-high responders, % at 10 µM; actives 0.83% (n = 200,000);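 active means plate Z-score above 3 for both tubulin-high and condensed-nucleus cell shares, with cell loss under 80%, at 10 µM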;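 further: anti alpha tubulin signal scored within the nucleus-defined area of each cell; some results filed as inactive read as strong as hits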
Lipid droplet – modulators of hepatic lipid droplet formation | inhibition, % at 6.5 µM | AID 1656 | AML12 mouse hepatocytes, oleate lipid droplets, BODIPY imaging | actives 0.4% (n = 240,000);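 active means lipid droplet intensity inhibited by at least 50%, with more than 500 cells counted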
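Material: mouse AML12 hepatocyte cell line, fixed after treatment; Timing: compound with oleate, overnight; Technique: high-content imaging of BODIPY-stained droplets and DAPI nuclei; Probe or stimulus: oleate, 100 µM final; Dosing: compound at 6.5 µM only.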
Dynein cargo inh – blocks dynein driven cargo transport along microtubules | 3617.4 mouse cells, GR-EGFP nuclear translocation imaging; test concentration mostly 20 µM; stimulated with dexamethasone, 1 µM; hits give low values | z-score, hits read low | actives 0.47% (n = 220,000);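 active means plate z-score of nuclear minus cytoplasmic receptor signal below a set negative limit, without overly bright fluorescence or cell loss, cut at about -3.5 in these data, passing the limit was not always enough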;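 further: z-score of nuclear minus cytoplasmic ring GR-EGFP intensity difference per well; some compounds called inactive have numbers as strong as hits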
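Buffer or medium: tet-free, stripped-serum medium; reagent: dexamethasone at 1.0 µM final, 30 min; incubation: 48 h induction, 1 h compound, 30 min dex at 37 °C; measured by: formaldehyde fixation, Hoechst nuclear stain, 10x automated fluorescence imaging; read-out: nuclear-to-cytoplasmic GR-EGFP distribution per well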
Dynein cargo inh cytoplasmic EGFP – recorded beside Dynein cargo inh, whose call it bears; z-score; measured here: cytoplasmic GR-EGFP intensity; hits give high values
Dynein cargo inh nuclear GR-EGFP – further read-out of Dynein cargo inh, marked with its call; z-score; measured here: nuclear GR-EGFP intensity;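 lower value marks the stronger effect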
Dynein cargo inh cell count – also measured in Dynein cargo inh; calls as there; z-score; measured here: cell count per field
Insulin prom up cell count – further read-out of Insulin prom up, marked with its call; cell count; measured here: cytotoxicity, nuclei count;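 total cells summed across four imaged fields per well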
Lipid droplet cells 6.5 µM – second read-out of Lipid droplet, no call of its own (marks repeat the call); cell count; measured here: cell count, cytotoxicity flag;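 cells counted across two imaged fields per well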
b-catenin transl cell count 5 µM – recorded beside b-catenin transl, whose call it bears; cell count; measured here: cell count, cytotoxicity flag
T cell HTS vesicle-bound % – also measured in T cell HTS; calls as there; double positive events, %; measured here: CD8+ vesicle-bound cell fraction;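 binding gate set so that unloaded-vesicle control wells show 10% double positive cells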
MT stabilize HCS Hoechst-high % – further read-out of MT stabilize HCS, marked with its call; % Hoechst-high responders; measured here: nuclear condensation Hoechst responders;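 share of cells brighter than vehicle mean plus two SD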
MT stabilize HCS cytotoxicity % – also measured in MT stabilize HCS; calls as there; toxicity, %; measured here: cytotoxicity by cell density;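 0% = mean cell density of plate MIN control wells and 100% = no cells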
Autophagy HCS cell loss 18 h – further read-out of Autophagy HCS, marked with its call; toxicity, %; measured here: cell loss, nuclei count;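 cell loss after 18 h compound exposure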
Starred values were filed as active, the others as inactive; i = inactive; / = not tested or not shown; + = active, no number.

canonical_smiles	Dynein cargo inh cell count	b-catenin transl cell count 5 µM	MT stabilize HCS	Lipid droplet	MT stabilize HCS Hoechst-high %	Autophagy HCS cell loss 18 h	MT stabilize HCS cytotoxicity %	T cell HTS	Autophagy HCS	T cell HTS vesicle-bound %	Lipid droplet cells 6.5 µM	Dynein cargo inh	Dynein cargo inh nuclear GR-EGFP	b-catenin transl	Insulin prom up	CSM14.1 death rescue	Dynein cargo inh cytoplasmic EGFP	Salmonella PhoP GFP	Insulin prom up cell count
O=[N+]([O-])c1cccc(-c2ccc(SCc3ccccn3)nn2)c1	0.159	1023	2.3	-4.9	2.7	-9.6	3.5	i	i	47.8	703	-0.106	-0.091	-1.4	-0.12	/	-0.362	-9.0%	1222
Cc1cccc(C)c1NC(=O)CSc1nnc(Cc2ccccc2)o1	0.178	1185	2.0	0.6	1.4	-1.4	4.7	i	i	22.3	739	-0.528	-0.721	-3.0	0.99	6.1%	-0.258	-2.6%	1139
CCOC(=O)c1ccccc1Nc1cn(C(C)=O)c2ccccc12	-0.398	/	2.8	-0.4	1.2	51.3*	5.9	i	+	54.5	790	1.17	0.682	/	/	-0.5%	-0.238	21.5%	/
CC(=O)NN1C(=O)c2ccc(Oc3ccc4c(c3)C(=O)N(NC(C)=O)C4=O)cc2C1=O	0.557	1531	1.7	3.4	1.6	18.0	2.4	i	i	35.4	644	-0.741	-0.0524	0.4	-0.21	-0.4%	-0.305	-2.6%	1527
O=C(CNCC1CCCO1)N1CCN(S(=O)(=O)c2ccc3ccccc3c2)CC1 (stereo unspecified)	0.684	1237	1.7	10.0	1.1	-10.5	6.9	i	i	35.2	781	0.444	0.345	-3.1	/	4.0%	-0.252	21.3%	/
Cn1c(=O)[nH]c(=O)c2c1nc(Br)n2Cc1ccccc1Cl	-1.4	1192	5.5	/	4.2	7.0	8.3	i	i	36.3	/	0.918	1.05	-1.8	-0.31	-0.9%	-0.222	0.4%	1344
CCOC(=O)C1=C(c2ccccc2)NC(SCC(N)=O)=C(C#N)C1c1cccnc1 (stereo unspecified)	-0.98	1193	1.7	2.6	1.7	2.7	3.9	i	i	53.5	702	1.28	0.902	-4.6	0.03	1.0%	-0.122	-8.7%	834
CCN(CC)S(=O)(=O)c1ccc2oc(SCC(=O)NCc3ccccc3)nc2c1	0.35	/	3.0	-16.5	2.5	-4.2	10.6	i	i	41.7	745	-0.454	-0.405	/	1.21	1.1%	-0.0172	0.3%	867
CC(C)(C)c1ccc(NC(=O)COC(=O)C2=COCCO2)cc1	0.148	1182	1.7	/	1.8	11.2	13.8	i	i	39.3	/	-0.0402	0.159	-1.9	-0.16	1.6%	-0.107	-3.0%	899
O=C(O)/C=C/C(=O)Nc1ccc(OCc2ccccc2)cc1	-1.65	1395	/	-1.6	/	/	/	i	/	12.0	699	0.132	0.619	-1.3	0.12	/	-0.0592	-1.2%	1025
Cc1ccccc1Cn1ccc(NC(=O)c2nn3cccnc3c2Cl)n1	0.832	1144	4.9	25.0	2.2	-8.5	2.4	i	i	20.7	698	-0.98	-0.141	-3.4	0.09	-0.8%	-0.274	-0.3%	1628
CN1CCN(C(=S)SCC(=O)Nc2nc(-c3ccccc3)c(-c3ccccc3)o2)CC1	1.44	1065	7.0	12.9	2.1	8.7	3.0	i	i	50.2	714	0.408	0.197	0.8	0.65	0.3%	-0.356	6.1%	1597
CC(=O)c1ccc(NC(=O)N2C3CCC2CC(O)(c2cccnc2)C3)cc1 (stereo unspecified)	0.587	826	3.4	5.2	1.8	-8.5	12.7	i	i	63.9	730	-0.757	-0.307	2.1	0.57	0.9%	-0.315	-6.6%	1296
CCc1cc2cc(OC)ccc2nc1SCC(=O)NNC(=O)c1ccco1	0.766	1571	4.1	15.5	2.4	9.4	2.1	i	i	48.0	710	-2	-0.824	0.1	0.35	0.7%	0.0418	-6.1%	1609
COc1ccc(NC(=O)CSc2nnc(Cn3c(=O)sc4ccccc43)n2C)cc1	0.104	1178	3.3	16.6	3.7	3.8	7.6	i	i	56.5	738	-1.26	-0.311	-3.9	0.03	-1.3%	-0.0706	-10.7%	1266
O=C(c1cc2ccccc2o1)N1CCN(S(=O)(=O)c2cccs2)CC1	-0.433	1258	4.1	2.2	2.8	1.3	6.3	i	i	34.1	742	1.09	0.499	-18.9	/	-4.6%	0.318	-6.7%	/
CCNC(=O)Cn1cc(C#N)c2ccccc21	0.169	/	3.8	-2.6	1.9	7.6	5.3	i	i	17.7	734	-0.075	0.515	/	/	2.3%	0.96	0.1%	/
O=C(Cc1cccs1)N1CCN(S(=O)(=O)c2ccccc2)CC1	0.542	1155	5.5	0.6	1.9	3.3	7.6	i	i	44.4	620	-0.463	-0.42	0.5	0.14	1.3%	-0.265	-0.3%	1630
Cc1cc2cc3c(cc2nc1SCC(=O)Nc1nc(C)c(C)s1)OCO3	-0.261	975	4.8	-0.6	2.1	-8.5	6.0	i	i	36.7	579	-0.675	-0.447	1.5	-0.22	-2.0%	0.213	-3.8%	1713
Cc1ccc(C(=O)NNC(=O)CSc2nnc(-c3ccncc3)n2C)cc1	1.9	1259	1.2	/	1.8	24.9	9.4	i	i	44.6	/	-0.913	-0.653	0.0	-0.74	-4.1%	-0.191	10.7%	1587
CCOC(=O)C1=C(C)NC(=O)NC1c1ccc(-c2ccc(F)cc2)o1 (stereo unspecified)	0.871	1138	1.9	-4.6	1.7	3.9	0.7	i	i	1.8	674	-1.36	-0.649	0.8	-0.76	-0.2%	-0.197	-10.0%	1214
Cc1nc2ncnn2c(N2CCC(C(=O)NC3CCCC3)CC2)c1Cc1ccccc1	0.281	/	1.1	-11.4	2.4	1.2	5.3	i	i	58.8	699	-0.745	-0.181	/	-0.08	-2.5%	-0.273	-5.6%	1149
S=c1nc(C2CCCCC2)[nH]c2ccccc12	-0.723	1549	2.9	3.0	2.8	3.2	10.7	i	i	45.6	713	0.142	0.0267	0.9	/	-0.7%	-0.211	0.4%	/
Cn1c(SCC(=O)NCc2ccc3c(c2)OCO3)nnc1-c1cccs1	0.114	901	2.9	/	2.6	4.3	6.5	i	i	46.7	/	-0.699	0.304	-2.2	1.13	-0.2%	-0.262	1.1%	1148
CCOC(=O)N1CCC(NC(=O)Cn2cccc2C(=O)c2ccccc2C)CC1	0.535	1408	2.5	/	1.8	24.7	8.2	i	i	37.4	/	-1.03	-0.398	1.9	-1.07	-1.7%	-0.364	-4.4%	1072
CCOC(=O)CNc1nc2ccccc2n2c(C)nnc12	0.703	923	2.4	14.1	3.2	12.3	5.7	i	i	61.5	762	-0.517	0.0945	0.9	1.09	-0.6%	-0.325	5.5%	1529
COc1ccc(-c2nnc3sc(C(C)N4C(=O)c5ccccc5C4=O)nn23)cc1 (stereo unspecified)	-1.32	984	5.7	31.3	2.7	/	6.2	i	/	65.7	756	1.85	1.53	3.9	/	0.5%	0.0894	6.5%	/
CN(CC(=O)NCCc1ccccc1)S(=O)(=O)c1ccccc1	0.832	1123	5.3	2.7	3.5	6.4	2.1	i	i	35.2	652	-0.908	0.0315	-4.0	-0.73	-0.6%	-0.321	-2.8%	1628
Cc1ccc2cccnc2c1NC(=S)NC(=O)c1ccccc1	/	1082	0.9	-34.1	1.5	3.2	9.1	i	i	50.2	664	/	/	-0.1	0.77	1.6%	/	14.5%	1851
Cc1nc(-c2ccc(S(=O)(=O)N3CCN(Cc4ccccc4)CC3)s2)cs1	-0.158	1197	/	/	/	/	/	i	/	46.9	/	-0.0994	0.402	0.6	-0.9	/	-0.184	3.3%	956
Cc1ccc(Cn2ccc(NC(=O)c3nn(C)cc3[N+](=O)[O-])n2)cc1	0.129	519	6.6	2.8	3.1	-1.4	6.0	i	i	44.0	687	-1.35	-0.95	3.8	0.15	-2.1%	-0.0351	-8.3%	1252
COc1cccc2sc(NNC(=O)COc3ccccc3)nc12	-0.387	1120	3.0	1.3	0.8	20.8	2.6	i	i	23.9	616	0.555	0.311	-1.8	0.04	-0.8%	-0.175	5.2%	1513
O=C(c1cccc(Br)c1)N1CCCC1	0.682	/	2.4	-3.1	2.3	-4.2	7.0	i	i	37.8	787	0.184	0.294	/	0.11	1.4%	-0.379	9.1%	910
CCCCCCN1C=CC(=C2C(=O)c3ccccc3C2=O)C=C1	-1.24	999	1.4	-4.0	1.9	5.1	3.2	i	i	41.7	642	1.78	1.36	-3.6	-0.38	-5.3%	-0.0959	2.9%	1479
COc1ccc(C)cc1N(CC(=O)N1CCc2ccccc2C1)S(C)(=O)=O	0.16	1502	3.0	-1.5	1.9	6.8	6.3	i	i	34.4	725	-0.301	0.27	-0.3	0.3	0.5%	-0.209	-12.0%	1474

Bioassay records: PubChem BioAssay, several laboratories
